Growth percent in the NCI-60 one-dose screen (48 h, 10 µM unless noted): 100 = growth as untreated, 0 = no growth, -100 = all killed.
OVCAR-8 – OVCAR-8 ovarian cancer; 81,000 compounds, 4.4% hits
IGROV1 – IGROV1 ovarian cancer; 79,000 compounds, 4.7% hits; AID 1794786
RXF 393 – RXF 393 renal cancer cells; 77,000 compounds, 6.9% hits; AID 1794773
A498 – A498 renal cancer cells; 76,000 compounds, 5.4% hits
OVCAR-3 – OVCAR-3 ovarian cancer. AID 1794787. 79,000 compounds, 7% hits
OVCAR-4 – OVCAR-4 ovarian cancer cells; 80,000 compounds, 3.7% hits; AID 1794784
SK-OV-3 – SK-OV-3 ovarian cancer cells | 80,000 compounds, 3.2% hits
OVCAR-5 – OVCAR-5 ovarian cancer; 82,000 compounds, 2.9% hits
ACHN – ACHN renal cancer. AID 1794771. 81,000 compounds, 4.9% hits
* = called active by the depositor; x = not tested or not shown; [ ] = dose if it differs, or a comment. The calls were made as follows: active = growth percent below 10; inactive = the rest.

SMILES	OVCAR-8	IGROV1	RXF 393	A498	OVCAR-3	OVCAR-4	SK-OV-3	OVCAR-5	ACHN
CCOC(=O)c1ccccc1SC(C[N+](=O)[O-])c1ccccc1 (centres undefined)	86	72	63	87	104	89	117	100	89
COc1cc(C2CC(c3ccc(Nc4nc(NCCO)nc(Nc5ccc(Cl)cc5)n4)cc3)=NN2c2cc(Cl)cc(Cl)c2)cc(OC)c1OC (centres undefined)	52	59	72	80	90	75	x	94	67
Cc1cc(Oc2c(C)cccc2C)cc(C)c1O	108	99	102	108	99	115	97	106	109
C/C(=C\CCc1ccoc1)CC/C=C(\C)CCCCCC/C(C)=C/CC/C(C)=C/CCc1ccoc1	106	107	103	97	114	89	97	104	106
CCNC(N(C)C)=[N+](C)C	103	x	98	145	122	129	101	96	111
CCOC(=O)CC1CSC(c2cccc(OC)c2)=N1 (centres undefined)	95	107	113	103	112	102	100	103	107
COC(=O)/C=C/c1cccnc1	109	117	126	95	134	111	115	104	113
COc1ccc(-c2nn(-c3cccc(Cl)c3)cc2/C=C2\NC(=S)N(c3ccc(Cl)cc3)C2=O)cc1	22	-16*	-7.5*	x	0.7*	-62*	-48*	54	51
N=C(c1ccccc1)N(Cc1ccccc1)Cc1ccccc1	98	67	85	96	110	85	98	86	94
COc1cc(/C=C/C(=O)c2c(C)n([O-])c3ccccc3[n+]2=O)cc(OC)c1OC	31	-16*	54	70	59	47	58	81	77
O=c1cc(-c2ccccc2)nc2sc(-c3c[nH]c4ccc(Cl)cc34)nn12	68	94	82	97	x	77	105	91	92
Nc1nc(Nc2ccc(F)cc2)nn1C(=O)c1cc(Cl)ccc1Cl	68	63	22	68	73	93	118	59	59
CCOC(=O)Nc1ccc(C(C)=O)cc1	107	113	105	82	113	110	100	100	109
COc1cc([C@@H]2c3cc4c(cc3C(Br)[C@H]3COC(=O)[C@H]23)OCO4)cc(OC)c1OC (some centres undefined)	-27*	-21*	x	x	-81*	17	-18*	25	22
CCN(CC)C1N=C(C)Nc2c1sc(=O)n2-c1ccc(OC)cc1OC (centres undefined)	91	99	97	103	98	88	74	82	91
CCC(/C=N/NC(=O)c1ccc([N+](=O)[O-])cc1)CC	105	98	94	94	97	101	112	94	101
O=C(O)c1cc(Cl)c2ccccc2c1O	93	67	101	102	x	x	100	92	96
CCCn1c(=O)c2[nH]c(-c3ccc(OCc4nc5ccc(C(F)(F)F)cc5[nH]4)cc3)nc2n(CCC)c1=O	-7.7*	63	x	51	53	60	91	82	65
CN(C)CC(=O)Nc1nc(-c2cccc(NS(=O)(=O)c3cccc4c(N(C)C)cccc34)c2)cs1	83	91	88	101	x	87	107	105	88
CC(C)c1ccc(C(=O)Nc2nc3ccc(O)cc3s2)cc1	41	49	67	38	54	34	89	41	21
CCCCOC(=O)c1ccccc1O	107	118	161	129	124	105	110	101	104
COc1cc(/C=C2\SC(=S)NC2=O)ccc1O	82	72	84	78	57	88	66	69	71
C=C1CCC(C(=O)CC)Cc2nc(C)ccc21 (centres undefined)	100	108	98	102	109	116	107	104	105
CN(Cc1ccccc1)C(=O)C(=O)c1c[nH]c2ccccc12	98	101	101	106	110	112	109	93	91
O=C(O)c1ccccc1C(=O)Nc1ccccc1[N+](=O)[O-]	103	99	156	99	126	99	104	92	103
CCOC(=O)c1ccc(Nc2sc(C(=O)c3cccc([N+](=O)[O-])c3)c(N)c2C#N)cc1	36	-6.7*	16	38	-45*	33	28	38	41
CCOC(=O)c1ccc(-n2nc(C(=O)NCCCCCC(=O)O)nc2-c2ccccc2)cc1	98	104	x	100	99	95	105	105	101
NS(=O)(=O)c1ccc(-n2ncc3c(NNC(=S)Nc4ccccc4)ncnc32)cc1	100	106	x	113	112	110	104	116	106
Cc1ccc(OCCn2ccc(=O)n(CCOc3ccc(Cl)cc3C(=O)c3cc(C)cc(C)c3)c2=O)cc1	70	61	41	34	25	47	60	87	61
O=C(NCCN1CCCC1)c1ccc(-c2nc3ccc4[nH]ncc4c3c3c2CCCC3)cc1	11	1.2*	x	-80*	1.5*	16	0.0*	24	16
COc1ccc(NC(=O)COc2ccccc2)c(C(N)=O)c1	35	46	3.0*	9.4*	0.7*	88	4.2*	44	56
CC(C)CCc1nc2c([nH]1)c(=O)n(C)c(=O)n2C	96	97	x	71	x	108	97	106	103
COc1ccc(C(=O)Cn2cnc3c(Nc4cc(C(=O)Nc5ccc(N6CCOCC6)cc5)ccc4C)ncnc32)cc1	104	90	111	94	102	85	101	110	92
Nc1nc2c(c(-c3nc(N)nc4c3CCc3ccccc3-4)n1)CCc1ccccc1-2	57	109	115	125	115	101	87	113	95
N[C@@H](Cc1cc(I)c(Oc2cc(I)c(O)c(I)c2)c(I)c1)C(=O)O	x	79	95	100	99	98	94	x	x
CNc1cc(SCc2ccc(Cl)cc2)nc(N)n1	103	97	97	89	99	99	95	98	107
CCSc1nc(N)cc(=O)[nH]1	101	110	132	123	122	114	109	107	110
O=S(=O)(c1ccc(-c2cnc(C3CC3)o2)cc1)N1CCOCC1	101	94	106	90	96	105	112	89	98
CC1=CCCC(=O)O1	98	114	94	92	108	107	112	113	108
O=C(Nc1cccc(C(F)(F)F)c1)Nc1ccc(OCc2nnc(-c3ccc(Cl)cc3)o2)c(F)c1	58	90	58	79	86	75	80	76	51

Reformatted: results already given.
Compound,OVCAR-8,IGROV1,RXF 393,A498,OVCAR-3,OVCAR-4,SK-OV-3,OVCAR-5,ACHN
CCOC(=O)c1ccccc1SC(C[N+](=O)[O-])c1ccccc1 (centres undefined),86,72,63,87,104,89,117,100,89
COc1cc(C2CC(c3ccc(Nc4nc(NCCO)nc(Nc5ccc(Cl)cc5)n4)cc3)=NN2c2cc(Cl)cc(Cl)c2)cc(OC)c1OC (centres undefined),52,59,72,80,90,75,x,94,67
Cc1cc(Oc2c(C)cccc2C)cc(C)c1O,108,99,102,108,99,115,97,106,109
C/C(=C\CCc1ccoc1)CC/C=C(\C)CCCCCC/C(C)=C/CC/C(C)=C/CCc1ccoc1,106,107,103,97,114,89,97,104,106
CCNC(N(C)C)=[N+](C)C,103,x,98,145,122,129,101,96,111
CCOC(=O)CC1CSC(c2cccc(OC)c2)=N1 (centres undefined),95,107,113,103,112,102,100,103,107
COC(=O)/C=C/c1cccnc1,109,117,126,95,134,111,115,104,113
COc1ccc(-c2nn(-c3cccc(Cl)c3)cc2/C=C2\NC(=S)N(c3ccc(Cl)cc3)C2=O)cc1,22,-16*,-7.5*,x,0.7*,-62*,-48*,54,51
N=C(c1ccccc1)N(Cc1ccccc1)Cc1ccccc1,98,67,85,96,110,85,98,86,94
COc1cc(/C=C/C(=O)c2c(C)n([O-])c3ccccc3[n+]2=O)cc(OC)c1OC,31,-16*,54,70,59,47,58,81,77
O=c1cc(-c2ccccc2)nc2sc(-c3c[nH]c4ccc(Cl)cc34)nn12,68,94,82,97,x,77,105,91,92
Nc1nc(Nc2ccc(F)cc2)nn1C(=O)c1cc(Cl)ccc1Cl,68,63,22,68,73,93,118,59,59
CCOC(=O)Nc1ccc(C(C)=O)cc1,107,113,105,82,113,110,100,100,109
COc1cc([C@@H]2c3cc4c(cc3C(Br)[C@H]3COC(=O)[C@H]23)OCO4)cc(OC)c1OC (some centres undefined),-27*,-21*,x,x,-81*,17,-18*,25,22
CCN(CC)C1N=C(C)Nc2c1sc(=O)n2-c1ccc(OC)cc1OC (centres undefined),91,99,97,103,98,88,74,82,91
CCC(/C=N/NC(=O)c1ccc([N+](=O)[O-])cc1)CC,105,98,94,94,97,101,112,94,101
O=C(O)c1cc(Cl)c2ccccc2c1O,93,67,101,102,x,x,100,92,96
CCCn1c(=O)c2[nH]c(-c3ccc(OCc4nc5ccc(C(F)(F)F)cc5[nH]4)cc3)nc2n(CCC)c1=O,-7.7*,63,x,51,53,60,91,82,65
CN(C)CC(=O)Nc1nc(-c2cccc(NS(=O)(=O)c3cccc4c(N(C)C)cccc34)c2)cs1,83,91,88,101,x,87,107,105,88

Looked up by structure from the entries so far (2):
SMILES	OVCAR-8	IGROV1	RXF 393	A498	OVCAR-3	OVCAR-4	SK-OV-3	OVCAR-5	ACHN
COc1ccc(NC(=O)COc2ccccc2)c(C(N)=O)c1	35	46	3.0*	9.4*	0.7*	88	4.2*	44	56
Nc1nc2c(c(-c3nc(N)nc4c3CCc3ccccc3-4)n1)CCc1ccccc1-2	57	109	115	125	115	101	87	113	95

Additional entries
SMILES	OVCAR-8	IGROV1	RXF 393	A498	OVCAR-3	OVCAR-4	SK-OV-3	OVCAR-5	ACHN
C=C(NC(=O)C(=C)NC(=O)c1csc(C2=NC3c4csc(n4)C4NC(=O)c5csc(n5)C(C(C)(O)C(C)O)NC(=O)C5CSC(=N5)C(=CC)NC(=O)C(C(C)O)NC(=O)c5csc(n5)C3(CC2)NC(=O)C(C)NC(=O)C(=C)NC(=O)C(C)NC(=O)C(C(C)CC)NC2C=Cc3c(C(C)O)cc(nc3C2O)C(=O)OC4C)n1)C(N)=O (centres undefined)	20	65	-41*	-42*	34	33	100	34	24
CN(C)c1ccc(/C=N/n2cnc3oc(-c4ccccc4)cc3c2=N)cc1	101	83	x	92	106	99	112	102	91
CCCCNc1nc(SCc2ccc(Cl)cc2Cl)ncc1C	96	98	102	88	98	83	100	99	105
Nc1cc(F)ccc1NC(=O)c1ccc(CNC(=O)/C=C2\NC(=O)c3ccccc32)cc1	44	77	82	53	58	79	70	64	85
O=C1CN(/N=C/c2ccc([N+](=O)[O-])o2)C(=O)N1	99	106	115	94	113	99	100	94	102
NNC(=O)C[n+]1ccccc1	97	97	111	106	101	107	95	108	95
Oc1ccccc1/C=N/N1CCCCCC1	116	x	101	x	108	x	112	105	105
CC(C)(C)OC(=O)N1CCC2(CC1)NC(=O)c1ccccc1N2	82	106	108	99	114	111	96	112	114
O=C1c2ccc3c4c(ccc(c24)C(=O)N1CCNCc1ccccc1Cl)C(=O)N(CCNCc1ccccc1Cl)C3=O	106	107	91	x	118	95	106	110	108
CC(N)(CCC(=O)O)C(=O)O (centres undefined)	100	110	100	94	109	110	113	109	109
CCC(C)[C@H](NC(=O)[C@H](CC(=O)O)NC(=O)[C@@H](NC(=O)[C@@H](NC(=O)[C@H](Cc1c[nH]c2ccccc12)NC(=O)[C@H](Cc1cnc[nH]1)NC(=O)[C@H](CO)NC(=O)[C@H](CCCNC(=N)N)NC(=O)[C@H](CCCNC(=N)N)NC(=O)[C@H](CCCCN)NC(=O)[C@H](CCCCN)NC(=O)[C@H](CCCNC(=N)N)NC(=O)CNC(=O)[C@H](CCCNC(=N)N)NC(=O)[C@H](CCCNC(=N)N)NC(=O)[C@H](CCCNC(=N)N)NC(C)=O)C(C)(C)C)C1CCCCC1)C(=O)O (some centres undefined)	111	91	109	126	105	98	115	102	103
CCOC(=O)c1nc2c3ccccc3cnn2c1C(=O)c1ccc(-c2ccccc2)cc1	87	93	90	99	96	92	88	116	95
CS(=O)(=O)Nc1ccsc1-c1nc(-c2ccccc2)no1	101	112	107	x	112	105	99	106	108
CN(Cc1ccccc1)CC1CCCCC1=O (centres undefined)	108	104	113	118	105	109	92	98	102
O=c1[nH]cnc(O)c1-c1cc2ccccc2[nH]1	106	79	110	x	108	105	x	98	101
C=C(C)[C@@H]1CC[C@]2(C(N)=O)CC[C@]3(C)[C@H](CC[C@@H]4[C@@]5(C)C/C(=C/c6cccnc6)C(=O)C(C)(C)[C@@H]5CC[C@]43C)[C@@H]12	20[100 µM]	15[100 µM]	-8.8*[100 µM]	17[100 µM]	13[100 µM]	x	13[100 µM]	-6.5*[100 µM]	7.1*[100 µM]
COC(=O)c1cc([N+](=O)[O-])ccc1NC(C)=O	109	111	111	102	99	108	114	110	107
O=C1CSC(=S)N1c1ccc(Cl)cc1	107	113	107	85	107	88	110	104	105
COc1ccc(/C=C(\c2cc(OC)c(OC)c(OC)c2)c2nnc(-c3ccc(N(C)C)cc3)o2)cc1	95	76	85	57	88	83	107	100	73
N=C(N)SCc1cc2c(cc1Cl)OCO2	99	103	93	87	102	107	78	105	107
COc1cc2ncnc(Nc3ccc(S(=O)(=O)Nc4cc(C)on4)cc3)c2cc1OCCCN1CCCC1	103	107	117	106	108	106	92	106	103
O=C(CC(=O)c1ccc([N+](=O)[O-])cc1)Nc1ccccc1C(=O)O	100	106	111	111	107	109	99	111	107
CCNC(N)=O	95	x	97	106	112	118	106	93	99
CCN(CC)CCCCCCNc1cc(OC)c(Cl)c2cccnc12	85	87	85	45	67	74	92	83	83
N#Cc1nc(-c2cccs2)oc1N1CCN(S(=O)(=O)c2ccc(Cl)cc2)CC1	105	104	99	92	x	99	115	102	101
c1ccc(-c2nnc(-c3ccccc3)o2)cc1	94	136	102	98	114	99	110	111	107
